NR3A LBD binder: modulates the human NR3A ligand-binding domain; AID 1259313; NR3A LBD differential scanning fluorimetry, Tm shift; 0% = protein alone, 100% = glycine-bound protein; Tm shift relative to glycine control, % at 25 µM; actives 2.5% (n = 340,000);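 active = melting temperature shift of at least 10% of the positive control shift, at one fixed dose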
CHOP UPR activ: activators of apoptotic arm of unfolded protein response (CHOP) | CHO-CHOP luciferase reporter, UPR activation, luminescence; percent of tunicamycin response over DMSO baseline | activation, % at 10 µM | actives 0.34% (n = 330,000);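 active = at 10 µM dose, activation of 40% or more, normalized to positive control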;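 also: 100% = tunicamycin at 10 µg/mL and 0% = DMSO alone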
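Evaluation: % reporter activation, DMSO baseline versus tunicamycin full activation; System: CHO-CHOP luciferase reporter cell line; Input: 500 cells/well; Incubation: 6 h compound treatment, 37 °C; Measured by: Steady-Glo luciferase luminescence; Dosing: one dose, 10 µM in 0.5% DMSO; Buffer or medium: F12 medium, 10% FBS; Benchmarks: positive tunicamycin 10 µg/mL, negative DMSO alone.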
XBP1 UPR activ: adaptive UPR (XBP1) activation. CHO-XBP1 luciferase reporter, IRE1-XBP1 UPR activation, luminescence; percent of tunicamycin response, DMSO as zero. activation, % at 20 µM. actives 0.33% (n = 330,000);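 active = versus positive control, 20 µM dose yields 30% or more activation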;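 also: 100% = tunicamycin at 10 µg/mL and 0% = DMSO only wells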
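Signal: luciferase luminescence; Assay system: CHO-XBP1 luciferase reporter cells; Amount: one thousand reporter cells per well; Dosing: 20 µM single concentration, DMSO 1%; Benchmarks: high control tunicamycin 10 µg/mL final, low control DMSO vehicle only; Schedule: 6 h compound exposure at 37 °C, 5% CO2; Evaluation: percent activation relative to tunicamycin reference.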
Mdm2 MdmX PPI: disrupts the human Mdm2-MdmX interaction | actives 3% (n = 330,000) | inhibition, % at 8 µM | O15151+Q00987 | SaOS-2 split-luciferase Mdm2/MdmX complementation, luminescence;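 active = inhibition of at least 50% at 8 µM in the primary screen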
TIM10 inh: growth inhibitors of TIM10 yeast strain. AID 463195. actives 1.4% (n = 330,000). inhibition, % at 10 µM. S. cerevisiae TIM10 strain growth, BacTiter-Glo luminescence, 24 h;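 active = inhibition of 40% or more at the single tested concentration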;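 also: wild-type TIM10 isogenic control strain grown at permissive 25 °C; 0% = DMSO yeast wells and 100% = minimal medium wells without yeast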
APJ ag: agonists of human APJ apelin receptor | P35414 | CHO-K1 APJ PathHunter beta-arrestin, luminescence; 0% DMSO wells, 100% apelin | activation, % at 20 µM | actives 0.11% (n = 330,000) | AID 2520;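 active = activation more than six SD over the plate average, tested at 20 µM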;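 also: 0% = DMSO alone and 100% = apelin-13 at 10 nM; some results filed as inactive read as strong as hits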
Target sequence (P35414 whole entry, looked up): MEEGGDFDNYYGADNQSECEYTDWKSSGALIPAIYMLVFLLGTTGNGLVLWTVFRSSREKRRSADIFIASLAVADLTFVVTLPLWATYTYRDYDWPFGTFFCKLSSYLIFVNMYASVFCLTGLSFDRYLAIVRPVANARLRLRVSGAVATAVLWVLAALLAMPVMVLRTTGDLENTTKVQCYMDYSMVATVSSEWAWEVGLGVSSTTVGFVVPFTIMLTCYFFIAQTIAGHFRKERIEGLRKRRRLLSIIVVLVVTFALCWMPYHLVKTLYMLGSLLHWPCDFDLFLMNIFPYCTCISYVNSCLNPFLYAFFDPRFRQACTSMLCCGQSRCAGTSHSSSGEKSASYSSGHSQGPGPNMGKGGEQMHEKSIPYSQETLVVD
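Assay system: engineered CHO-K1 APJ arrestin reporter cells; Amount: 1000 CHO-K1 reporter cells seeded per well; Dosing: one dose, 20 µM compound, 1% DMSO; Times: compound stimulation 90 min at 25 °C, detection 60 min; Measured by: luminescent beta-gal fragment complementation, chemiluminescent substrate; Read-out: APJ–arrestin association signal; Controls: DMSO vs Apelin-13 10 nM.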
tim10-1 inh: growth inhibitors of tim10-1 mutant yeast. actives 2.2% (n = 330,000). S. cerevisiae tim10-1 ts strain growth, BacTiter-Glo, 24 h. inhibition, % at 20 µM. AID 463190;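 active = inhibition of at least 40%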;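 also: mutant grown at 25 °C; 0% = DMSO wells with yeast and 100% = wells holding no yeast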
tim23-1 inh: inhibits growth of tim23-1 mutant yeast; inhibition, % at 20 µM; S. cerevisiae tim23-1 growth, BacTiter-Glo luminescence, 24 h; actives 1.3% (n = 330,000);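 active = growth inhibition of the mutant yeast at or above 50%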;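 also: temperature-sensitive mutant grown at 25 °C; plate controls were DMSO-treated mutant yeast for no effect and medium wells lacking yeast for full effect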
NALP3 yeast inh: NALP3 inhibition in yeast | Yeast reconstituted NLRP3/ASC/caspase-1, beta-gal luminescence, 24 h | actives 0.39% (n = 330,000) | AID 2825 | inhibition, % at 10 µM;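 active = inhibition of 50% or more; inactive = inhibition below 50%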;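 also: plate controls were induced DMSO wells for no effect and uninduced yeast grown without galactose for full effect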
An asterisk follows results filed as active; nt = not tested or not shown. Hits appear at their usual frequency; overall some 8.2% were active at least once.

SMILES	NR3A LBD binder	CHOP UPR activ	XBP1 UPR activ	Mdm2 MdmX PPI	TIM10 inh	APJ ag	tim10-1 inh	tim23-1 inh	NALP3 yeast inh
COc1cc2c(cc1NC(=O)C(C)Sc1cccc[n+]1[O-])oc1ccccc12 (stereo not drawn)	0.3	4.3	7.2	-29.4	36.2	1.2	21.1	30.1	18.3
O=C(NCc1ccco1)C(=O)c1cn(CC(=O)N2CCCC2)c2ccccc12	0.1	0.9	3.7	18.7	8.7	-3.6	14.3	8.5	13.1
Nc1cc(=O)[nH]c(SCC(=O)Nc2ccc([N+](=O)[O-])cc2)n1	-0.9	-0.1	1.8	11.6	-11.7	-2.6	9.6	11.2	10.2
Cc1nc(N2CCN(S(=O)(=O)c3ccc(F)cc3)CC2)c2c(-c3cccs3)csc2n1	-0.4	1.6	1.0	25.0	18.0	2.7	39.2	34.4	21.8
COC(=O)C/C(N)=C(\C#N)C(=O)OC	1.5	-2.2	1.3	-1.1	9.0	1.9	2.9	6.9	9.3
CCC(C)n1c(OC)nc2c1c(=O)n(C)c(=O)n2C (stereo not drawn)	-1.0	-0.8	-1.1	-6.8	5.0	-0.6	6.6	-10.2	10.1
CCCn1ncc(CN2CCN(Cc3ccsc3)C(CCO)C2)c1C (stereo not drawn)	-0.1	-1.3	1.9	-14.6	-3.2	1.4	10.7	-3.4	3.1
N#Cc1cc([N+](=O)[O-])ccc1NC(=O)CSc1n[nH]c(=O)[nH]c1=O	-10.1	0.4	-2.2	-16.2	1.8	-4.0	-10.8	-2.5	11.9
O=C(C1CCC(Cn2c(=S)[nH]c3ccccc3c2=O)CC1)N1CCOCC1 (stereo not drawn)	-1.0	0.1	-1.2	11.2	0.4	-2.2	9.9	7.6	8.1
O=c1cc(-c2ccc(O)cc2)oc2ccc(O)cc12	5.6	3.9	4.6	-118.3	18.6	-1.8	-2.8	21.1	14.0
CCc1nn(CCCC(=O)NC(C)c2ccccc2)c(=O)c2cc3occc3n12 (stereo not drawn)	-0.5	-3.2	0.3	23.4	-4.1	-5.6	30.5	17.7	0.5
COc1ccc(C2C(C(=O)NCc3cccnc3)c3cc(OC)c(OC)cc3C(=O)N2C)cc1 (stereo not drawn)	-0.8	-1.4	-2.4	17.1	-2.7	-3.9	11.3	1.7	10.2
O=[N+]([O-])c1cc(Br)cc(/C=N/n2cnnc2)c1O	0.7	-1.2	-0.3	45.9	8.7	-4.2	-8.4	16.7	32.9
CC(=O)Nc1ccc(Oc2ccc([N+](=O)[O-])cc2Cl)cc1	0.3	-2.6	1.2	-15.9	6.0	-1.9	30.6	10.1	-3.8
Cc1ccc(Cn2c(CN3CC(C)OC(C)C3)nc3c2c(=O)[nH]c(=O)n3C)cc1 (stereo not drawn)	-1.6	0.4	-1.8	8.4	3.2	-3.1	7.5	16.5	2.0
O=C(Nc1ccncc1)c1c(F)cccc1F	3.4	-3.8	-2.5	52.1*	8.5	3.1	4.6	1.8	0.1
c1ccc(C2CCCN(Cc3nc(CC4CC4)no3)CC2)cc1 (stereo not drawn)	0.3	2.6	0.5	-6.0	10.8	-0.9	14.0	5.8	2.4
CCC1(C(=O)OC)NC(c2ccco2)C2C(=O)N(c3ccc(C)cc3)C(=O)C21 (stereo not drawn)	-1.7	-0.3	-0.8	7.4	10.2	-5.7	11.3	7.7	-12.6
COc1ccc2[nH]c3ccc(OC)cc3c2c1	-10.4	3.4	2.9	17.0	24.4	-3.5	36.0	16.8	14.5
CCOc1cc(C2C(C(=O)N3CCCCC3)=C(C)NC3=C2C(=O)CC(C)(C)C3)ccc1O (stereo not drawn)	1.5	-1.2	-1.9	11.6	-0.1	-1.9	12.5	-0.8	-2.9
N#Cc1ccc(CSc2nnc3ccccn23)cc1	2.3	0.6	2.3	16.9	8.2	-2.8	21.5	-1.7	22.6
Cn1c(CNC(=O)c2ccco2)nnc1SCCOc1ccccc1	-1.5	0.9	-2.5	14.4	-1.6	-0.4	8.7	-11.2	0.6
COc1ccc(F)cc1C(=O)C1CCCN(C(=O)c2ocnc2C)C1 (stereo not drawn)	0.1	-1.6	-1.4	-7.6	-7.7	-1.3	20.4	9.0	-1.7
CCOc1nc(C)cc(C)c1S(=O)(=O)c1cccc(C)c1	nt	0.8	1.7	14.4	7.6	-3.7	27.2	10.3	-8.8
O=C(CN1C(=O)C2C3C=CC(C3)C2C1=O)Nc1nncs1 (stereo not drawn)	0.0	-0.4	-1.0	8.2	13.4	-3.8	7.1	-3.6	16.2
Other results follow.
SMILES	NR3A LBD binder	CHOP UPR activ	XBP1 UPR activ	Mdm2 MdmX PPI	TIM10 inh	APJ ag	tim10-1 inh	tim23-1 inh	NALP3 yeast inh
O=C(CCSCCc1ccccn1)Nc1ccc(Cl)cn1	-2.0	-2.6	-1.2	10.0	6.2	-2.6	13.1	15.0	5.4
Cc1ccc2nc(-c3ccccc3)c(-c3ccccc3)nc2c1	-1.9	1.6	-0.1	-21.8	25.8	-2.2	21.1	35.6	-16.6
Cc1cccc2c3c([nH]c12)CCNC3	-2.4	-0.2	1.3	2.5	3.4	0.8	4.7	-3.8	8.6
CCOC(=O)N1CCC(NC(=O)c2cc(C(=O)NC3CCCC3)ccc2CO)CC1	-4.9	2.8	-0.6	17.9	-9.9	1.1	-15.3	-15.3	4.3
COc1ccc(C(=O)N(C)C2CCN(C)CC2)cc1S(=O)(=O)Nc1cc(Cl)ccc1Cl	1.8	-0.5	-2.8	42.0	-5.8	-1.0	-8.8	13.5	5.4
COc1ccc(CNC(=O)Nc2cc(C)ccc2C)cc1	0.3	-0.8	1.3	17.1	12.4	-4.4	25.8	5.1	10.2
CC(c1ccccc1)C(CC(=O)O)C(=O)NC1CCCCC1 (stereo not drawn)	0.0	0.7	-0.3	-5.8	-2.0	0.4	-5.3	-5.0	3.8
COCCCn1ccc(O)c(Cc2ccc(F)cc2)c1=O	1.5	0.0	-1.7	10.2	-6.1	-0.6	-7.3	-3.8	10.1
Cc1nn(CC(=O)N2CCOCC2)c(=O)c2nn(-c3ccccc3)c(C)c12	0.0	0.9	1.9	3.7	4.4	-2.2	-11.3	14.8	2.1
CCN1/C(=C/C=C/c2sc3ccccc3[n+]2CC)Sc2ccccc21	-2.5	-7.0	-11.7	96.1*	83.5*	5.6	77.4*	85.1*	42.8
CCOC(=O)CCCc1ccc(/C(C)=N/NC(=S)NC)cc1	-1.4	3.5	0.2	7.1	10.1	-3.2	-10.8	34.2	22.7
COC(=O)CSC1=C(C#N)C(c2ccccc2)CC(=O)N1 (stereo not drawn)	0.1	-1.3	-4.7	12.8	12.8	2.2	21.4	26.5	-6.7
COc1ccc(S(=O)(=O)CCC(=O)N(C)c2ccc(OC)cc2OC)cc1	-4.2	1.0	-1.1	0.9	12.7	-2.2	17.2	16.9	-8.9
Cc1ccc(Cl)cc1N1CCN(S(=O)(=O)c2c(C)noc2C)CC1	0.0	-0.1	-0.9	19.5	15.9	3.2	20.8	21.3	13.1
COc1ccc(C(=O)/C=C/Nc2ccccn2)cc1	-3.1	-9.7	-10.5	56.3*	20.7	1.4	-20.5	43.2	33.7
CC(=O)c1c(C)[nH]c(C(=O)CSc2nnc(-c3ccccc3)n2Cc2ccc3c(c2)OCO3)c1C	0.2	-0.4	-4.8	77.1*	9.1	1.2	1.1	14.4	-5.6
O=C(CCn1nc(-c2ccc(Cl)cc2)ccc1=O)NCCCN1CCCCCC1	-0.3	-3.0	-2.6	-7.6	-12.4	0.0	-0.4	8.8	6.8
Clc1ccc(Cn2ncc3c(N4CCCCC4)ncnc32)cc1	-0.4	0.4	3.3	14.0	12.0	4.6	23.6	24.1	30.5
N#C/C(=C\c1ccc(O)c(Br)c1)C(=O)NCc1ccccc1	-5.0	-2.0	-0.6	-3.8	19.3	-3.6	47.3*	28.1	15.1
CC(=O)c1cccc(NC2c3ccccc3C(=O)N2Cc2ccco2)c1 (stereo not drawn)	0.1	-2.1	-0.7	7.3	-20.5	0.4	-9.6	11.8	1.6
Cc1ccc(NC(=O)c2ccc(S(=O)(=O)NCC3CCCO3)cc2)cc1 (stereo not drawn)	3.0	-1.2	-2.1	32.8	-2.1	-0.1	-4.3	10.5	15.7
O=C(CCN1C(=O)S/C(=C\c2cccs2)C1=O)NC1=NCCS1	-0.4	-1.5	-4.4	16.8	-4.0	0.1	8.1	8.9	16.2
O=S(=O)(Nc1nccs1)c1ccc(Cl)cc1	-1.3	0.5	-0.9	-26.4	-10.9	-4.0	12.6	11.9	2.5
Cc1ccc(NC(=O)CSc2nn(-c3ccc(Cl)cc3)c(=S)s2)cc1S(=O)(=O)N(C)C	3.8	-2.8	-3.0	40.0	-6.8	1.1	6.6	19.6	7.3
Cc1ccc(S(=O)(=O)N2CCN(CC(O)COc3ccccc3)CC2)cc1 (stereo not drawn)	0.2	2.9	-0.5	3.1	5.7	-3.5	10.0	21.5	22.0
Cc1c(/C=N/NC(=O)CNc2ccccc2)c2ccccn2c1C(=O)c1ccccc1	6.2	3.3	2.9	22.6	10.9	-0.8	40.1*	28.7	12.8
Cc1cc(SCC(=O)Nc2cccnc2Cl)nc2ccccc12	1.9	-1.2	0.3	2.2	-1.9	-2.3	-6.4	14.8	-7.6
Cc1cccc(NS(=O)(=O)c2ccc3nc(-c4ccccc4)[nH]c3c2)c1C	8.1	-1.9	-3.8	37.1	-4.5	-2.1	-3.3	5.3	11.6
CCOC(=O)N1CCC(NC(=O)CCC(=O)N2CCOc3ccc(Cl)cc32)CC1	-0.6	-1.9	-1.7	-4.0	-1.7	-4.0	5.7	19.5	11.3
COc1ccc(Cn2c(=O)[nH]c3cc(C(=O)Nc4ccc(N5CCN(C)CC5)cc4)ccc32)cc1	-3.1	4.4	-2.0	21.5	-74.4	-1.1	-85.6	19.0	3.7

4 of these compounds in another layout:
The line under a structure holds: NR3A LBD binder, CHOP UPR activ, XBP1 UPR activ, Mdm2 MdmX PPI, TIM10 inh, APJ ag, tim10-1 inh, tim23-1 inh, NALP3 yeast inh
Cc1cc(SCC(=O)Nc2cccnc2Cl)nc2ccccc12
    1.9, -1.2, 0.3, 2.2, -1.9, -2.3, -6.4, 14.8, -7.6
Cc1nn(CC(=O)N2CCOCC2)c(=O)c2nn(-c3ccccc3)c(C)c12
    0.0, 0.9, 1.9, 3.7, 4.4, -2.2, -11.3, 14.8, 2.1
O=C(CCN1C(=O)S/C(=C\c2cccs2)C1=O)NC1=NCCS1
    -0.4, -1.5, -4.4, 16.8, -4.0, 0.1, 8.1, 8.9, 16.2
Cc1ccc(S(=O)(=O)N2CCN(CC(O)COc3ccccc3)CC2)cc1 (stereo not drawn)
    0.2, 2.9, -0.5, 3.1, 5.7, -3.5, 10.0, 21.5, 22.0
